Bioassay records (PubChem BioAssay)
SIRT5 block: SIRT5 desuccinylase inhibitors, primary screen, biochemical, fluorescence imaging, single point, set 5. hit rate 1.1% among 330,000. Purified SirT5, succinyl-peptide AMC, trypsin-coupled fluorescence. inhibition, % at 15 µM. AID 652115, 2013; in the data active = inhibition above about 15%
Target sequence (Q9NXA8 whole entry, looked up): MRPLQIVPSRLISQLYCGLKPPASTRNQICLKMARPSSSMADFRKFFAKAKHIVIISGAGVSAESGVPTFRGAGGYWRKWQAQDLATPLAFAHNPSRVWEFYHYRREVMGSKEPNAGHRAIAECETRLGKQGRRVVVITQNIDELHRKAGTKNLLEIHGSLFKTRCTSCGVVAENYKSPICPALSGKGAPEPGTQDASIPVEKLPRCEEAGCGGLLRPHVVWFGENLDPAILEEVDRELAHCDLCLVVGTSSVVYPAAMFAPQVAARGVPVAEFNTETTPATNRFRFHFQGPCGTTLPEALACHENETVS
esBAF inh: Bmi1 luciferase reporter increase in mESCs, primary screen, esBAF inhibitor project, mouse ES cells, Bmi1 luciferase knock-in, single point | hit rate 2% among 350,000 | reporter increase, % at 12.5 µM | 24 h; 100% = twice the neutral-well signal; in the data active = activation above about 40%;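 also: 0% = median of the plate's neutral control wells and 100% = double that signal; a rise in the Bmi1 reporter signal indicates esBAF inhibition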
Statin myotox sup: suppressors of statin myotoxicity in C2C12 myotubes, primary screen, cell-based, single point, plate reader; C2C12 myotubes + simvastatin, ATP luminescence, 48 h; scaled: DMSO 0, geranylgeraniol control 100; rescue of ATP level, % at 7.49 µM; hit rate 0.78% among 330,000;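 active = mean ATP rescue above about 67%, or every replicate alone reaching that limit, limit read from the data, passing the limit was not always enough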;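 also: myotubes were challenged with 10 µM simvastatin during compound exposure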
Cneo AK release: Cryptococcus neoformans cell lysis inducers, primary screen, AK release luminescence, single concentration. C. neoformans lysis, adenylate kinase release luminescence, 4 h; normalised: neutral wells 0, clomiphene wells 100. lysis activity, % at 15 µM. hit rate 0.2% among 360,000;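 active = mean lysis activity across replicates of at least 80%, whatever share of replicates individually reach that level; inactive = mean lysis activity below 80%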
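Material – Cryptococcus neoformans yeast cells · Quantity – 5 × 10^6 yeast cells/mL · Buffer or medium – YPD medium · Compound – single dose · Timing – 4 h static compound exposure, 37 °C, read 1 h post-reagent · Signal – adenylate kinase release luminescence · Read-out basis – lysis from increased AK signal · Benchmarks – Clomiphene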
ERp5 inh: inhibitors of ERp5-driven insulin aggregation, primary screen, biochemical, turbidity, absorbance 650 nm, single point; hit rate 0.05% among 350,000; 90 min; inhibition, % at 9.99 µM; Protein disulfide-isomerase A6 (Homo sapiens), Q15084;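 active = mean replicate inhibition above about 25%, with every replicate also reaching it, limit read from the data, passing the limit was not always enough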
Target sequence (Q15084 whole entry, looked up): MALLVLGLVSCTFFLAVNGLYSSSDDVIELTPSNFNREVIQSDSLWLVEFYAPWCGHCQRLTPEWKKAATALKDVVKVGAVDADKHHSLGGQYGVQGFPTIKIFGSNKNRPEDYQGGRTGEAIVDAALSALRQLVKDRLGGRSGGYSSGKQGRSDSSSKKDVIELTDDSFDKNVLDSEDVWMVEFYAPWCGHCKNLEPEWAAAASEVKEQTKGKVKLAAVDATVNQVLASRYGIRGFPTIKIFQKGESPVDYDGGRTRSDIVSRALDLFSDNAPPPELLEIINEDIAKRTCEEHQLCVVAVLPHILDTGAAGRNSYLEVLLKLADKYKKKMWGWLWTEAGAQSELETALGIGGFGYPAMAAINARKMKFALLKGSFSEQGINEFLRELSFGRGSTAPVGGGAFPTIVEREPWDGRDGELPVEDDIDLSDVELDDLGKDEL
ARNT-TACC3 inh: disruptors of ARNT/TACC3 protein interaction, primary screen, biochemical, AlphaScreen, single concentration; AID 623870, 2012; Transforming acidic coiled-coil-containing protein 3 (Homo sapiens), Q9Y6A5; inhibition, % at 9.99 µM; hit rate 0.66% among 390,000; AlphaScreen His-ARNT PAS-B/GST-TACC3 binding, luminescence; TACC3 fragment carries E629A point mutation;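 active = mean inhibition of replicates at least 50% and at least half of replicates each reaching 50%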;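 also: 0% = complete ARNT plus TACC3 wells and 100% = ARNT alone without TACC3; many hits fall short of the cut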
miR-122 sensor: miR-122 Renilla sensor signal increase in Huh7, primary screen, miR-122 inhibitor project, cell-based, single point, plate reader; Huh7 miR-122 Renilla luciferase sensor, 48 h; neutral wells = 0, positive control = 100; activation (reporter increase), % at 12.5 µM; hit rate 0.3% among 340,000;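 active = mean replicate activation score at least 90 and every replicate individually at or above 90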;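 also: higher luciferase means less miR-122 activity so hits act as miR-122 inhibitors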
Active calls of the source: *; nt = not tested or not shown; & = joins results of further samples; [ ] = dose if it differs, or a comment.

SMILES	SIRT5 block	esBAF inh	Statin myotox sup	Cneo AK release	ERp5 inh	ARNT-TACC3 inh	miR-122 sensor
COc1cccc(-c2ccc3c(c2)[C@@H]2[C@@H](CCN2C(=O)c2ccccc2F)[C@@H](CO)N3C)c1	2.1	8.4	18.0	3.2	0.0	7.1	-12.6[16.7 µM]
CCCn1c(NC(=O)c2cccc(S(=O)(=O)N3CCCC3)c2)nc2ccccc21	nt	-3.3	-31.6	2.3	nt	2.6	-35.5
CCCCN(C(C)=O)c1c(CC)nc2ccc(C(=O)NCc3cccs3)cn12	-1.2	7.9	15.4	-0.1	1.3	nt	1.3
O=C(Nc1ccc2oc(=O)ccc2c1)c1cccnc1	nt	-0.2	-1.6	1.4	nt	-2.7	-9.8
OCCC1CN(Cc2ccccc2-c2ccco2)CCN1Cc1ccccc1 (stereo not drawn)	1.4	-3.3	-11.7	3.9	-0.8	-5.1	0.8
O=C(C1=C[C@H](c2ccc(Br)cc2)C[C@H](OCc2ccc(CO)cc2)O1)N1CCN(Cc2ccccc2)CC1	8.5	nt	nt	41.2	0.2	-1.4	nt
CCc1nc(Nc2ccccc2O)c2oc3ccccc3c2n1	-1.2	-4.2	7.5	-0.4	6.1	-8.4	-0.7
C[C@@H]1CN([C@H](C)CO)C(=O)c2cccc(NC(=O)c3ccc(-c4nccs4)cc3)c2O[C@H]1CN(C)S(=O)(=O)c1cn(C)cn1	-0.3	3.9	nt	1.8	-0.2	-1.9	-4.0[16.7 µM]
COc1ccc(CCNC(=O)CCC(=O)N2CC(C)Oc3ccccc32)cc1OC (stereo not drawn)	-4.0	0.9	-5.9	0.6	-0.7	33.6	-6.4
COc1cccc(/C=N/n2c(-c3cccs3)n[nH]c2=S)c1	nt	-0.2	0.0	1.3	nt	8.0	8.6
COc1ccc(CN(C)C[C@H]2OCCCC[C@@H](C)Oc3ccc(NC(=O)Nc4ccc(C(F)(F)F)cc4)cc3C(=O)N([C@@H](C)CO)C[C@@H]2C)cc1	-2.8	2.7	-88.6	0.0	0.0	0.4	-29.1[16.7 µM]
O=C(CN1CCOCC1)Nc1ncc(Cc2ccccc2Cl)s1	nt	-6.0	30.0	1.1	nt	-63.1	-5.3
COC(=O)[C@H]1[C@H](CO)[C@H]2Cn3c(ccc(-c4ccc(OC)cc4)c3=O)[C@H]2N1C	-10.6	-2.0	12.5	-1.5	19.7	6.7	nt
CCNC(=S)N1CCCC(C(N)=O)C1 (stereo not drawn)	8.6	nt	nt	nt	1.8	-3.5	nt
Cc1ccc(C)n1-c1sc2c(c1C#N)CCCC2	nt	-0.9	nt	1.6	nt	4.7	-4.6
COc1cc(Cn2ccnc2)c(OC)cc1Cn1ccnc1	nt	3.0	-27.1	2.6	nt	5.4	-2.8
COC(=O)Cc1ccc(OCC(=O)Nc2ccc(OC(F)(F)F)cc2)cc1	-2.6	nt	nt	nt	6.5	-4.5	nt
C=CCn1c(SCC(=O)NC(N)=O)nnc1-c1cc2c(s1)CCC(CC)C2 (stereo not drawn)	1.9	nt	nt	nt	-1.7	1.4	nt
Cc1noc(C)c1NC(=O)N(C)C[C@@H]1OCCCC[C@H](C)Oc2ccc(NC(=O)CCC(F)(F)F)cc2C(=O)N([C@@H](C)CO)C[C@H]1C	-10.8	-5.5	nt	-2.1	-3.7	-6.0	10.2[16.7 µM]
COc1ccc(NC(=O)C(c2ccc(C)cc2)N(C)C(=O)Cc2cccs2)cc1 (stereo not drawn)	-0.9	2.7	3.1	nt	-3.0	nt	-1.2
Cc1noc(C)c1NC(=O)N(C)C[C@H]1OCCCC[C@@H](C)Oc2ccc(NC(=O)CCC(F)(F)F)cc2C(=O)N([C@H](C)CO)C[C@@H]1C	nt	2.4	nt	0.5	8.0	-2.3	3.3[16.7 µM]
O=C(C[C@@H]1CC[C@H](NC(=O)Nc2cc(F)ccc2F)[C@H](CO)O1)Nc1ccccc1	5.1	3.4	1.2	-0.2	6.4	5.8	nt
O=C(C[C@@H]1CC[C@H]2[C@@H](COC[C@@H](O)CN2C(=O)Nc2cc(Cl)cc(Cl)c2)O1)N1CCOCC1	-1.1	-2.0	-7.1	0.1	-2.3	-11.4	-5.2[16.7 µM]
O=C(NCc1cccnc1)c1cccs1	-3.3	nt	nt	nt	0.8	-3.1	nt
Cc1ccc(S(=O)(=O)CCc2nnc(NC(=O)COc3cccc(C)c3)s2)cc1	13.5	2.3	21.4	5.3	1.6	-15.3	nt
Additional structures follow:
SMILES	SIRT5 block	esBAF inh	Statin myotox sup	Cneo AK release	ERp5 inh	ARNT-TACC3 inh	miR-122 sensor
O=C(C[C@H]1CC[C@H]2[C@@H](COC[C@@H](O)CN2C(=O)c2cc(Cl)cc(Cl)c2)O1)N1CCc2ccccc2C1	nt	-5.0	81.3*	-0.1	nt	-1.7	-8.7[16.7 µM]
CCOc1ccc(CO/N=C/c2c(C)[nH]c(=O)[nH]c2=O)cc1	2.0	nt	nt	nt	0.3	0.3	nt
CCc1ccc(N2C(=O)C(Cl)=C(N3CCOCC3)C2=O)cc1	-0.8	nt	nt	nt	2.7	-1.5	nt
CN(C)C(=O)c1ccc(-c2ccc([C@H]3[C@@H](CO)N4CCCCN(C(=O)C5CC5)C[C@@H]34)cc2)cc1	-0.4	-2.6	1.3	-2.2	13.9	-0.1	-1.2[16.7 µM]
COc1cc(-c2nnc(CSc3nnc(Nc4ccc(C(C)C)cc4)s3)o2)cc(OC)c1OC	-1.7	nt	nt	nt	2.1	-3.0	nt
O=C(O)C1CCCN1c1ncccc1[N+](=O)[O-] (stereo not drawn)	6.8	nt	nt	nt	1.9	8.2	nt
CCCCN(C=O)c1c(CC)nc2c(OCc3ccc(Cl)cc3Cl)cccn12	9.4	7.5	-16.5	10.5	-3.6	nt	-2.2
CCc1cc2c(=O)n(Cc3ccco3)c(SCc3c(C)noc3C)nc2s1	nt	1.7	-37.3	11.1	nt	-3.7	28.6
CCOc1ccc(Cc2c(Cl)nc(N)nc2Cl)cc1	nt	-1.8	2.2	1.4	nt	-3.7	13.3
COc1ccc(-n2nnnc2SCC(=O)N2CCN(C(=O)c3ccco3)CC2)cc1OC	-1.1	nt	nt	nt	6.4	10.8	nt
O=C(O)/C=C/C(=O)NCCNc1ncc(C(F)(F)F)cc1Cl	-10.4	nt	nt	nt	0.1	0.2	nt
CCCN1CCN(S(=O)(=O)c2ccc3c(c2)CCC(=O)N3)CC1	2.7	-2.6	14.8	-2.2	-1.2	-10.6	-7.8
CCOc1ncccc1C(=O)N1CCN(C(=O)c2ccccc2)CC1	-6.4	-5.6	-15.3	-3.3	-6.9	17.1	-0.3
CCNC(=O)C[C@@H]1CC[C@@H]2[C@H](COC[C@@H](O)CN2C(=O)Nc2ccc3c(c2)OCO3)O1	7.8	4.5	-9.9	-3.6	9.6	0.9	-0.3[16.7 µM]
CN1C=CC2=C(C#N)C(N)C(C#N)(C#N)C(c3ccccc3)C2C1 (stereo not drawn)	nt	nt	nt	1.0	nt	5.6	-0.7
CN(C)c1ccc(NC(=O)COC(=O)c2cc(=O)c3ccccc3o2)cc1	-0.4	nt	nt	nt	5.0	1.6	nt
CC(NCc1ccc([N+](=O)[O-])cc1)C1COc2ccccc2O1 (stereo not drawn)	-2.0	3.6	-0.6	1.7	-3.8	3.1	5.4
COc1ccccc1CC(=O)N(CCC1=CCCCC1)c1c(N)n(Cc2ccccc2)c(=O)[nH]c1=O	0.5	-1.2	-4.7	1.5	-1.2	0.4	-0.1
CCN(CC)CCN1C(=O)C(=O)/C(=C(/O)c2ccc(Cl)cc2)C1c1ccncc1 (stereo not drawn)	0.4	nt	nt	nt	3.1	-0.2	nt
CN(C)c1ccc(CNC(=O)C2CCN(S(=O)(=O)c3ccc4c(c3)CCCC(=O)N4)CC2)cc1	3.6	2.3	-1.8	-0.2	1.5	-14.0	-5.5
O=C(CS(=O)(=O)c1ccc(Cl)cc1)Nc1nccs1	-3.4	-8.1	5.0	0.3	-1.6	nt	-4.6
COc1ccc(C2=NNC(=O)C2(C)Br)cc1 (stereo not drawn)	0.7	nt	nt	nt	-5.1	-1.6	nt
Cc1noc(C)c1NC(=O)Nc1ccc2c(c1)C(=O)N([C@@H](C)CO)C[C@@H](C)[C@@H](CN(C)Cc1ccccc1)OCCCC[C@H](C)O2	2.7	-5.1	nt	13.2	2.1	-11.5	3.3[16.7 µM]
CCC(=O)NC1=C(C#N)C2(CCCC2)Cc2ccccc21	nt	-0.2	nt	-2.1	nt	9.1	0.5
O=C(CSc1nc2c(cnn2-c2ccc(F)cc2)c(=O)[nH]1)N1N=C(c2cccs2)CC1c1ccc(F)cc1 (stereo not drawn)	-3.9	-72.7	-9.1	-1.2	-3.2	nt	2.6

A portion from further up:
SMILES	SIRT5 block	esBAF inh	Statin myotox sup	Cneo AK release	ERp5 inh	ARNT-TACC3 inh	miR-122 sensor
Cc1noc(C)c1NC(=O)Nc1ccc2c(c1)C(=O)N([C@@H](C)CO)C[C@@H](C)[C@@H](CN(C)Cc1ccccc1)OCCCC[C@H](C)O2	2.7	-5.1	nt	13.2	2.1	-11.5	3.3[16.7 µM]
CCC(=O)NC1=C(C#N)C2(CCCC2)Cc2ccccc21	nt	-0.2	nt	-2.1	nt	9.1	0.5
O=C(CSc1nc2c(cnn2-c2ccc(F)cc2)c(=O)[nH]1)N1N=C(c2cccs2)CC1c1ccc(F)cc1 (stereo not drawn)	-3.9	-72.7	-9.1	-1.2	-3.2	nt	2.6

(continued)
SMILES	SIRT5 block	esBAF inh	Statin myotox sup	Cneo AK release	ERp5 inh	ARNT-TACC3 inh	miR-122 sensor
Cc1ccc(OCc2cc(C(=O)NC3CCc4ccccc43)no2)cn1 (stereo not drawn)	-2.3	11.2	6.0	6.3	-3.5	-6.1	nt
Cn1c(O)c(N=Nc2ccc(F)cc2)c2ccccc21	-3.5	7.5	5.5	-3.5	1.2	6.3	6.8
CN(Cc1ccccc1)C(=O)c1cc2cc(F)ccc2[nH]1	2.8	8.2	12.1	-0.9	1.0	-2.7	nt
Cn1cnc(S(=O)(=O)N[C@H]2CC[C@H](CC(=O)NCC3CC3)O[C@H]2CO)c1	-0.7	-2.5	-1.5	-0.3	-1.3	-0.6	nt
CC1=C(C(=O)OCc2ccccc2)C(c2cccnc2)c2c(n(C)c(=O)n(C)c2=O)N1 (stereo not drawn)	0.2&5.7	0.0	4.0	-1.2	7.9&-3.8	0.7&0.0	10.5&4.2
CNc1ccc(/C=C(\C#N)c2ccccn2)cc1[N+](=O)[O-]	0.2	74.0*	1.3	-5.7	3.9	3.5	-2.5
C=CCNC(=S)NNC(=O)c1cccc2ccccc12	nt	-7.7	-3.7	0.0	nt	-25.0	-1.1
CC1=C(C(=O)Nc2ccccc2)C(c2ccncc2)C(C#N)=C(SCC(=O)Nc2ccccc2)N1 (stereo not drawn)	nt	3.2	3.9	-0.4	nt	-0.3	-4.1
COc1ccc(/C=N/NC(=O)c2ccc(-c3ccccc3)cc2)cc1O	-2.0	nt	nt	nt	-2.2	1.5	nt
O=C1OC(c2ccc3c(c2)OCO3)N(C(=O)c2ccc(Cl)c(Cl)c2)c2ccccc21 (stereo not drawn)	nt	39.7	-11.7	-4.0	nt	0.7	6.1
CC(=O)c1c[nH]c(C(=O)NCc2ccccc2Cl)c1	1.6	1.9	5.3	2.5	1.4	-4.1	2.9
CCC(C)CCCCCCCCCCC(=O)O (stereo not drawn)	nt	1.1	-3.9	-0.5	2.2	-17.5	-1.0
O=C(NCc1ccco1)C1OCCc2ccccc21 (stereo not drawn)	nt	-3.3	-2.2	-1.9	nt	-0.7	-8.9
Cc1c(C(=O)NNS(=O)(=O)c2ccccc2Cl)sc(=S)n1C	-0.5	-4.4	1.8	4.4	7.0	6.1	-4.8
